Screens (PubChem)
PG9 Ab binder: binders of HIV-1 gp120 antibody PG9, primary screen, biochemical, TR-FRET; HIV-1 gp120 / PG9 antibody interaction; TR-FRET gp120-PG9 antibody binding; inhibition, % at 6.7 µM; hit rate 0.43% among 360,000; AID 624416, 2012; in the data active = inhibition above about 8.5%
LEDGF integ inh: blockers of LEDGF/p75-dependent integrase strand transfer – biochemical, TR-FRET, high throughput, primary screen; TR-FRET IN-LEDGF/p75 DNA integration, Eu/Cy5; HIV-1 integrase (with human LEDGF/p75); hit rate 0.64% among 370,000; inhibition, % at 3.7 µM;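 active = inhibition above the screen-wide mean plus 3 SD, cut at about 13% in these data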;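 note: signal is the Cy5 over europium emission ratio at 671 and 618 nm; 0% = plate median of compound wells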
SIAE inh: human SIAE inhibitors, primary screen, biochemical, fluorescence polarization, FP-Rh probe, 1536-well HTS. Sialate O-acetylesterase (Homo sapiens), Q9HAT2. AID 1053197, 2014. hit rate 0.69% among 370,000. SIAE FP-Rh probe binding. inhibition, % at 9.66 µM;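 active = inhibition above a cutoff: mean of compounds within the control limits plus 3 SD of those, cut at about 17% in these data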;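 note: 0% = plate median of compound wells and 100% = probe without SIAE protein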
Target sequence (Q9HAT2 whole entry, looked up): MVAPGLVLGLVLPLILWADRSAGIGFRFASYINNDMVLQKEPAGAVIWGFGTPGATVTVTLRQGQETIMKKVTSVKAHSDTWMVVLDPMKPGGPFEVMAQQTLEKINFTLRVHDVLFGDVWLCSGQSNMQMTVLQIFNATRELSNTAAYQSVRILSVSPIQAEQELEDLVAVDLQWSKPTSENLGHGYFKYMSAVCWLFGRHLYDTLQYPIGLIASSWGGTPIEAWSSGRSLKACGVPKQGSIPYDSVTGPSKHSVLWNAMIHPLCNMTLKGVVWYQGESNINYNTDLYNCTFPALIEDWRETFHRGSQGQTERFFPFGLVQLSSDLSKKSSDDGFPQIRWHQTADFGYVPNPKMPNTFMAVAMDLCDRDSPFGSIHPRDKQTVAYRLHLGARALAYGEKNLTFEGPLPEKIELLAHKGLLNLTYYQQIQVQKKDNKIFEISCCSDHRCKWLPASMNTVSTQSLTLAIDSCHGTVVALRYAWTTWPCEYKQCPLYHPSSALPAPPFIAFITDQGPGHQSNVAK
Tn7 DDE FP: inhibitors of Tn7 peptide binding to fibrin DD(E), primary screen, biochemical, fluorescence polarization, human fibrin, Tn7 probe. FP displacement of FITC-Tn7 peptide from fibrin DD(E); 0% = median of compound wells per plate. hit rate 0.13% among 370,000. inhibition, % at 8.3 µM;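 active = inhibition above the mean of compounds falling within the control limits plus 3 SD of them, cut at about 14% in these data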;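 note: 0% = plate median of compound wells and 100% = 10 µM Aha-Tn7 peptide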
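Assay system: Human fibrin DD(E) protein | Medium: Tris buffer with calcium and detergent, pH 7.8 | Reagent: 0.1 µM fluorescent Tn7 | Compound dosing: Single point at 8.3 µM | Times: 10 min preincubation, 3 h with tracer, room temperature | Detection: Fluorescence polarization of the labelled Tn7 tracer | Controls: Aha-Tn7 high control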
TDP2 absorb: human TDP2 enzyme inhibitors, primary screen, biochemical, epi absorbance, recombinant enzyme; T5PNP hydrolysis, p-nitrophenol absorbance 415 nm; inhibition, % at 12.8 µM; hit rate 0.34% among 370,000;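 active = inhibition above the mean of all tested compounds plus 3 SD, set per campaign, cut at about 25% in these data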;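 note: 0% = DMSO with enzyme and 100% = buffer with substrate but no TDP2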
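Assay system: recombinant human TDP2 / Reagent: T5PNP substrate at 5 mM, a TopII-DNA adduct mimic / Measured by: epi absorbance from released p-nitrophenol / Evaluation: % inhibition relative to enzyme-containing and enzyme-free wells / Control set: enzyme-free and DMSO wells / Replicates: each compound tested once, singlicate / Schedule: enzyme reaction with compound for 2 h at 37 °C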
HTRA1 inhibitor: HTRA1 serine protease inhibitors, primary screen, biochemical, fluorescence polarization, HTS | recombinant HTRA1, FP-rhodamine activity-based probe | hit rate 0.5% among 340,000 | inhibition, % at 5.96 µM | AID 504803, 2011 | Q92743; in the data active = inhibition above about 36%;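 note: 0% = enzyme with DMSO and 100% = wells lacking enzyme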
ABHD4 inh: ABHD4 inhibitors, primary screen, biochemical, fluorescence polarization, mouse | (Lyso)-N-acylphosphatidylethanolamine lipase (Mus musculus), Q8VD66 | hit rate 0.54% among 370,000 | purified mABHD4, FP-Rh probe fluorescence polarization | inhibition, % at 8.92 µM;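 active = inhibition exceeding the mean over every tested compound plus 3 SD, cut at about 30% in these data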;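 note: 0% = plate median of compound wells and 100% = S159A mutant with DMSO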
Target sequence (Q8VD66 whole entry, looked up): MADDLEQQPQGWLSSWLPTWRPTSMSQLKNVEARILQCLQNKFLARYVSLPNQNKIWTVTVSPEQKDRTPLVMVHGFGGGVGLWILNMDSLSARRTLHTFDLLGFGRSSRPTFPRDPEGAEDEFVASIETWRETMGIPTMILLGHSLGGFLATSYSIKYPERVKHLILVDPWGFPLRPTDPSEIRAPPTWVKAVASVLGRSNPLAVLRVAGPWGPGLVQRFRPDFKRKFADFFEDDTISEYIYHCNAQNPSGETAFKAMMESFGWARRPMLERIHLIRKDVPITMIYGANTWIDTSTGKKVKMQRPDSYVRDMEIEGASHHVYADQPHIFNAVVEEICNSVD
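Assay system: Wild-type mouse ABHD4 protein | Medium: HEPES pH 7.0 buffer, 150 mM NaCl, 0.01% Pluronic F-127 | Incubation: Enzyme–compound pre-incubation 45 min, then probe 60 min, both 25 °C | Technique: Fluorescence polarization with parallel and perpendicular emission, 525/598 nm | Evaluation: % inhibition of FP-Rh probe binding versus controls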
PRMT1 FP inh: PRMT1 methyltransferase inhibitors, primary screen, biochemical, fluorescence polarization; Protein arginine N-methyltransferase 1 (Homo sapiens), Q99873; recombinant PRMT1, activity-based probe fluorescence polarization; inhibition, % at 2.79 µM; hit rate 1.3% among 370,000;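 active = inhibition above about 21% made by adding two undisclosed values, limit read from the data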
TCR CD3 inh: inhibitors of human TCR-CD3 interaction, primary screen, biochemical, fluorescence, TAMRA-labeled TCR probe; T-cell receptor (TCR); inhibition, % at 9.4 µM; hit rate 0.37% among 360,000; in the data active = inhibition above about 19%;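 note: recombinant mutant TCR 2C K166C tagged with TAMRA read by polarization; 0% = receptor in buffer alone and 100% = receptor with positive control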
UHRF1 binding: UHRF1 methylated DNA binding inhibitors, primary screen, counter-screen for MBD2 inhibitor project, biochemical, TR-FRET, human UHRF1, single concentration; hit rate 0.75% among 370,000; UHRF1 binding to methylated oligo; AID 687016, 2013; E3 ubiquitin-protein ligase UHRF1 (Homo sapiens), Q96T88; inhibition, % at 4.4 µM; in the data active = inhibition above about 21%;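 note: UHRF1 SRA domain binding a hemimethylated CpG hairpin DNA probe; 0% = median of test compound wells and 100% = reference inhibitor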
* hit, by the source's call; . = no result given. Outcome played no part in choosing rows; overall some 4.2% were active at least once.

SMILES	PG9 Ab binder	LEDGF integ inh	SIAE inh	Tn7 DDE FP	TDP2 absorb	HTRA1 inhibitor	ABHD4 inh	PRMT1 FP inh	TCR CD3 inh	UHRF1 binding
O=C(COc1cccc2c1CCN(Cc1ccccc1F)C2=O)N1CCCCC1	0.7	-1	-5	5	4	2	-4	3	6	0
CCN(CCCNC(=O)CCn1c(=O)[nH]c2ccsc2c1=O)c1ccccc1	0.5	2	3	1	11	-1	-4	1	4	-5
Cc1ccccc1C(=O)NC1CCN(C(=O)NC2CCCCC2)CC1	-2.6	1	-3	2	-3	1	2	-2	1	2
Cc1nc2cc(Cl)ccc2n1CCO	0.1	0	3	-1	-5	2	-2	0	5	1
Cc1cc(=O)oc2cc(OCC(=O)NCCCN3CCOCC3)c(Cl)cc12	-2.4	-2	-1	-4	-4	1	8	4	-9	-2
O=C(CC[C@H]1O[C@@H](n2cnc3c(NC(=O)c4ccccc4)ncnc32)[C@H](O)[C@@H]1O)N[C@@H](CO)c1ccccc1	0.7	-11	-1	4	5	.	-2	4	-3	3
CCOc1ccc2nc(SCC(=O)c3cccs3)sc2c1	-0.5	-2	-6	-8	-5	-18	-38	9	-7	3
CCN1CCN(c2nc(Nc3cc(OC)ccc3OC)nc(Nc3cc(OC)ccc3OC)n2)CC1	1.5	1	-3	9	7	8	3	-5	0	-1
CCN1CCN(C(=S)c2ccc(OCC(=O)NCc3ccccc3)cc2)CC1	0.8	4	4	-6	-13	3	1	27*	7	-1
COc1ccccc1C(=O)NC(CCSC)C(=O)NC1CCCCCC1 (configuration not stated)	1.1	-2	0	3	-10	-10	-3	3	-4	4
Cc1ccc(C)c(-c2csc(NC(=O)C3=COCCO3)n2)c1	-0.2	-1	-3	0	-6	-19	-5	3	-10	4
O=C(O)c1ccccc1NC(=O)C(Cc1ccccc1)N1C(=O)c2ccccc2C1=O (configuration not stated)	-0.6	1	1	1	-9	-13	5	3	0	1
O=C(COC(=O)Cn1cnc2ccccc21)NCc1ccc(F)cc1	-1.9	1	0	3	11	5	-2	2	-4	9
COc1cccc(/C=C2\SC(=S)N(C(C)C(=O)NC3C=CS(=O)(=O)C3)C2=O)c1 (configuration not stated)	-0.1	0	3	2	0	4	-4	12	5	-7
Cc1ccc(CNC(=O)CN(c2ccc(C(C)C)cc2)S(=O)(=O)c2c(C)noc2C)cc1	-2.2	-1	-3	7	8	-3	5	3	-2	9
CC(=O)N1CCN(c2ccc(NC(=O)/C=C/c3ccccc3)cc2)CC1	-5.6	0	4	-9	8	2	11	3	4	-1
O=C(Nc1ncc(Cc2ccc(SC(F)F)cc2)s1)c1ccccc1	-1.6	1	-4	-10	6	-7	0	-2	4	-3
Cc1nc(-c2ccc(C(=O)O)cc2)cs1	-0.7	0	4	3	-1	2	2	-2	9	3
CS(=O)(=O)CCC(C(=O)n1nnc2ccccc21)N1C(=O)c2ccccc2C1=O (configuration not stated)	1.3	3	7	1	1	-1	1	0	6	-2
CCOc1ccc(CCNC(=O)CCS(=O)(=O)c2ccc(C)cc2)cc1OCC	-0.4	2	-1	0	-6	8	1	-2	6	0
CCOC(=O)c1cn(Cc2ccc(Br)cc2)nn1	-0.2	1	7	-4	-3	-2	-2	3	2	2
C/C(=N/NS(=O)(=O)c1ccc(Cl)cc1)c1cccc(NC(=O)c2ccc(Cl)cc2Cl)c1	-1.0	0	-14	-4	7	-18	-1	-1	-1	-3
Cc1nn(Cc2ccccc2)c(Cl)c1C(=O)NCc1ccc(C)n1C	0.1	1	6	-4	4	5	7	4	-2	-4
Cc1nc(N)[nH]c(=O)c1CCCNc1ccc(CCC2(CCl)OCCO2)cc1	-0.8	0	1	-5	-11	2	3	0	-3	1
CCOc1ccc(-c2nc(CS(=O)(=O)CC(=O)NCc3ccc(F)cc3)c(C)o2)cc1	0.0	1	-5	7	-1	-2	5	0	3	2
Cc1nc(C(F)(F)F)ccc1C(=O)N1CCC1(C)C(=O)NS(=O)(=O)c1cccc(C#N)c1 (configuration not stated)	0.3	2	6	-5	3	.	4	-4	0	0
CCCCc1ccc(/C=C2\C(=O)ON=C2c2ccccc2)s1	-2.1	-2	1	7	8	-3	-1	0	1	0
COc1cccc(CN(C)c2nc(-c3cccs3)nc3ccccc23)c1	-1.9	6	-15	-5	-8	-45	-35	-2	-5	5
CCCCn1c(=S)[nH]c2c(=O)n(C)c(=O)n(C)c21	-1.2	-4	2	1	8	-4	5	12	5	-2
COc1cccc([C@@H]2CC=C(C(=O)O)[C@H](c3ccc(Br)cc3)N2S(=O)(=O)c2ccc(C)cc2)c1	0.9	0	16	5	5	-7	7	-1	2	-3
Cc1ccc(Oc2ccc(-c3nc(N)nc(N)n3)cc2)cc1	-2.8	-2	0	-6	3	-24	-16	0	3	-1
Cc1ccc(CN2CCC(C(=O)Nc3ccc(Oc4cccnc4)cc3)CC2)cc1	1.9	-3	-2	3	-8	2	3	-2	10	-5
Cc1cc(C)cc(N2CCCC2=O)c1	0.0	-3	3	-2	-4	-2	2	-1	8	-3
N#Cc1[nH]nc2nc[nH]c(=O)c12	0.2	4	-1	-2	6	.	6	-2	-2	-2
CS(=O)(=O)N1CCc2cc(NC(=O)c3ccc(Cl)cc3Cl)ccc21	-1.1	-2	-2	2	13	-4	-11	0	1	1
Cc1cccc(NC(=O)CSc2nc3ccccc3c3nc(CCc4c(C)n[nH]c4C)nn23)c1	-1.3	2	-23	9	-4	-53	-15	-2	6	1
CCOC(=O)C1(CCOc2ccccc2)CCN(Cc2ccc(OC)c(COC)c2)CC1	-1.9	0	-7	5	-5	10	6	1	4	0
CC1(C)CC(=O)C(/C=N/n2c(C(F)(F)F)nc3ccccc3c2=O)=C(O)C1	0.2	2	-2	0	-1	18	5	1	0	4
O=C(Nc1ccc(NC(=O)c2ccco2)cc1)c1ccc2c(c1)OCO2	-0.1	-3	-43	-2	2	-21	-29	0	1	-4
O=C(COC(=O)COc1ccc(Cl)cc1)NC1CCCCC1	-0.9	1	7	2	9	0	2	1	2	-1
CCOC(=O)N1CCN(C(=O)c2cn(C)c(=O)c3c2c2ccccc2n3C)CC1	-3.7	5	-2	3	-19	4	-4	-1	-11	5
CCN(CC(=O)Nc1ccccc1C(F)(F)F)C(=O)CCOc1ccc(C)cc1	0.5	-1	-2	9	2	-9	-2	-1	3	-1
c1cnc(SCCOc2cccc3ccccc23)nc1	-1.8	0	-7	4	5	-12	-15	-2	1	-2
CCC(=O)NC1=C(C#N)C2(CCCC2)Cc2ccccc21	-4.6	2	3	-2	-5	3	4	-3	8	1
N#CC1=C(N)OC2=C(C(=O)CCC2)C1c1ccoc1 (configuration not stated)	-0.4	3	6	8	9	.	4	0	7	-3

Reprinted from the listing for reference:
SMILES	PG9 Ab binder	LEDGF integ inh	SIAE inh	Tn7 DDE FP	TDP2 absorb	HTRA1 inhibitor	ABHD4 inh	PRMT1 FP inh	TCR CD3 inh	UHRF1 binding
c1cnc(SCCOc2cccc3ccccc23)nc1	-1.8	0	-7	4	5	-12	-15	-2	1	-2
CCC(=O)NC1=C(C#N)C2(CCCC2)Cc2ccccc21	-4.6	2	3	-2	-5	3	4	-3	8	1
N#CC1=C(N)OC2=C(C(=O)CCC2)C1c1ccoc1 (configuration not stated)	-0.4	3	6	8	9	.	4	0	7	-3

Following part
SMILES	PG9 Ab binder	LEDGF integ inh	SIAE inh	Tn7 DDE FP	TDP2 absorb	HTRA1 inhibitor	ABHD4 inh	PRMT1 FP inh	TCR CD3 inh	UHRF1 binding
CCOc1ccc2nc3ccc4[nH]onc4c3c2c1	1.8	-1	-5	4	-4	-35	-8	1	3	-2
CCN(C(=O)CSc1nnc(Nc2cccc(C)c2C)s1)C1CCS(=O)(=O)C1 (configuration not stated)	-0.2	4	10	5	14	3	-1	-4	6	-4
CCN1C(=O)CSc2ccc(C(=O)NCc3ccc(OC)cc3)cc21	-0.6	-2	2	4	0	3	-5	1	12	0
COc1ccc(CCNC(=O)NC(C(F)(F)F)C(F)(F)F)cc1OC	-1.0	-4	4	-8	13	0	-1	-3	-3	-3
O=C(Cc1ccc(S(=O)(=O)N2CCOCC2)s1)NNC(=O)c1ccccc1Cl	2.2	3	-4	11	8	5	1	-5	5	0
CCOC(=O)C1CCN(S(=O)(=O)c2ccc(-n3cnnn3)c(C)c2)CC1	-0.8	2	-8	4	2	3	0	-4	0	0
COc1ccc([C@H]2CC(=O)C=C(c3cc4ccccc4c4ccccc34)C2)cc1	-5.1	-2	9	0	6	-61	3	-4	2	-1
COc1ccc(-c2oc3ncnc(NCCCN4CCOCC4)c3c2-c2ccc(OC)cc2)cc1	-1.2	0	1	-5	0	-17	3	-1	5	1
CN(c1ncc(C(F)(F)F)cc1Cl)N1C(=O)C2ONC3(C(=O)CC(C)(C)CC3=O)C2C1=O (configuration not stated)	0.2	9	7	5	-1	-2	-12	72*	0	-1
Nn1c(SCC(=O)Nc2ccccc2Br)nnc1-c1ccco1	-1.6	-2	10	0	-17	10	-1	-3	2	0
COc1ccc(CN=C(N)N=C(N)N)cc1Cl	-0.3	-5	-4	3	2	-3	-5	0	4	-1
O=C(NCC1COc2ccccc2O1)C1CCN(S(=O)(=O)c2ccc(Cl)cc2)CC1 (configuration not stated)	-0.5	-1	6	-3	3	-5	-5	-1	4	0
O=S1(=O)c2ccccc2-c2c(nnn2CC2CCCCC2)CN1C1CC1	.	-3	-5	-11	-1	.	-2	1	.	-1
CCc1c(O)nc(SCC(=O)Nc2ccccc2OC)n(-c2ccccc2C)c1=O	-0.3	-1	7	5	-1	-5	-5	16	-12	3
O=C(OCC#CCSc1nnc(-c2cccc3ccccc23)o1)c1ccc(F)c(F)c1	.	1	4	0	2	.	-13	0	.	-3
O=C(NCc1ccc(Cl)cc1)NCC(F)(F)F	-1.9	2	9	-1	5	5	-5	-4	5	0
CN(C)c1ncc(S(=O)(=O)c2ccc(Cl)cc2)c(-c2ccccc2)n1	-0.6	1	-3	-2	-8	10	-4	0	5	-3
